14-3-3g Raf – modulators of 14-3-3 gamma protein binding, primary screen, biochemical, fluorescence polarization. 14-3-3 protein gamma (Homo sapiens), P61981. FP, 14-3-3gamma / TMR-pS259-Raf peptide binding. inhibition, % at 40 µM. hit rate 0.19% among 160,000. AID 422, 2006; in the data active = inhibition above about 30%;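 note: 0% = protein plus tracer without compound and 100% = blank with tracer alone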
Target sequence (P61981 whole entry, looked up): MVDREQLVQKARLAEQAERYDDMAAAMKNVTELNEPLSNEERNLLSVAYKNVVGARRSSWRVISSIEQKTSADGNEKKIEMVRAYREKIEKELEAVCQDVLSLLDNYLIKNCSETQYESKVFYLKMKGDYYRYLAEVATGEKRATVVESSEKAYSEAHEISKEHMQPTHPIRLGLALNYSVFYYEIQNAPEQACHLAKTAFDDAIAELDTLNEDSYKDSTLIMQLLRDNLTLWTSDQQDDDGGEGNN
Starred values were filed as active, the others as inactive; & = joins results of further samples. This is a subset, so the mix of outcomes need not match the whole.

SMILES	14-3-3g Raf
O=c1c(-c2ccco2)[n+]([O-])c2ccccc2n1OCc1ccccn1	-9
CC1(C)N2CC3([N+](=O)[O-])CN1CC([N+](=O)[O-])(C2)C3(C)C	-4
CN(CCC#N)C(=O)c1cc2nc(-c3ccc4c(c3)OCO4)cc(C(F)(F)F)n2n1	-3
CC(C)CC(=O)N1c2ccccc2NC2=C(C(=O)CC(C)(C)C2)C1c1ccco1 (stereo not drawn)	-12
Oc1ccc(Cl)cc1C1=NNC(c2ccc(Br)cc2)C1 (stereo not drawn)	-12
O=C(CCCn1c(=S)[nH]c2cc3c(cc2c1=O)OCO3)N1CCc2ccccc2C1	-8&-8
O=C(CC1N=C2c3ccccc3N=C(SCC(=O)c3ccccc3)N2C1=O)NCc1cccs1 (stereo not drawn)	-10
O=C(NCCOC(=O)c1cccs1)c1cccnc1	1
Cc1oc(-c2ccc(F)cc2)cc1-c1nn2c(-c3ccco3)nnc2s1	-17
CCN(Cc1ccccc1)C(=O)Cn1c(=O)n(-c2ccc(C)c(C)c2)c(=O)c2c(C)c(C)sc21	-6
O=C(Nc1cccc2c(NC(=O)c3ccccc3[N+](=O)[O-])cccc12)c1ccccc1[N+](=O)[O-]	-23
CCOc1ccc(NC(=O)N(Cc2ccc(C)cc2)Cc2ccccn2)cc1	6
COc1cccc(C2NC(=O)NC(C)=C2C(=O)OCC(C)C)c1 (stereo not drawn)	3
CCc1cccc2c1NC(=O)[C@]21[C@@H]2C(=O)N(Cc3ccccc3)C(=O)[C@@H]2[C@@H]2CCCN21	-40
O=C(NCCCN1CCCCC1)C1CC(=O)N(C2CCCCC2)C1 (stereo not drawn)	-1
COc1ccc(CNc2ccc3c(c2)ncn3-c2ccc(C)cc2)cc1OC	-8
Cc1ccccc1-n1nc2c(c1NC(=O)c1c(-c3ccccc3Cl)noc1C)CS(=O)(=O)C2	1
CCOC(=O)c1ccc(NS(=O)(=O)c2cc(C)ccc2OC)cc1	-11
Cc1ccc(NC(=O)COc2nc(C)cs2)cc1	-8
COC(=O)C1=C(N)OC2=C(C(=O)CC(C)(C)C2)C1c1ccc(SC)cc1 (stereo not drawn)	-2
NC(=O)c1c(NC(=O)c2ccccc2Br)sc2c1CCCC2	-1
COc1ccccc1C(=O)Nc1nnc(-c2ccc3c(c2)CCCC3)o1	-6
NC(Cc1ccc(Oc2ccc(O)cc2)cc1)C(=O)O (stereo not drawn)	1
CCNc1nc(N)nc(Oc2ccc(OCCOc3ccccc3)nn2)n1	-1
CC1CCC(NC(=O)C2CCN(S(=O)(=O)N3CCCCCC3)CC2)CC1 (stereo not drawn)	-6
O=C(CSc1nnc(-c2ccc(Cl)s2)o1)N1CCCc2ccccc21	-1&4
COc1ccc(C2Nc3ccccc3C(=O)N2Cc2ccccc2)cc1 (stereo not drawn)	4
CCOC(=O)c1c(NC(=O)c2nc3ccccc3s2)sc(C)c1C	-1
CCOc1ccc(C2=NC(c3ccc(C(=O)OC)cc3)NC(c3cc(Cl)ccc3O)C2)cc1 (stereo not drawn)	-16
O=C(CCCCn1c(=O)[nH]c2ccccc2c1=O)NC1CCN(Cc2ccccc2)CC1	-6&-2
CC(=O)Oc1cccc2ccc(=O)[nH]c12	1
CN(C)c1ccc(C2C3C(=O)N(c4ccc(C(=O)O)cc4)C(=O)C3ON2c2ccccc2)cc1 (stereo not drawn)	-2
CC1CCN(S(=O)(=O)c2ccc(NC(=O)c3ccc(-c4ccccc4)cc3)cc2)CC1	-3
COc1cc2c(cc1OC)C(C(=O)Nc1cc(OC)c(OC)c(OC)c1)C(c1ccccc1F)N(C)C2=O (stereo not drawn)	-7
CCOc1ccc2nc(SCC(=O)NC3CCS(=O)(=O)C3)[nH]c2c1 (stereo not drawn)	-1
CC(C)OC(=O)C1C(=O)CC(C)(O)C(C(=O)OC(C)C)C1c1ccccc1 (stereo not drawn)	7
CCC(=O)Nc1ccc2c(c1)C(=O)N(C1CCCCC1)C2=O	7
CCc1cc(=O)oc2cc(C)c(CN3CCCCC3)c(O)c12	-13
O=C(NCCCNc1ccc([N+](=O)[O-])cc1Cl)c1ccc(Br)cc1	3
N#Cc1ccccc1NC1=CC(=O)CCC1	-5
Cc1ccc(-c2csc(NC(=O)c3ccc(S(=O)(=O)N4CCCc5ccccc54)cc3)n2)o1	-47
Cc1nc2c(C(=O)NCc3ccco3)cnn2c(C)c1Cc1ccc(Cl)cc1	-4
CC1CCCC(NC(=O)c2ccc3c(=O)n(Cc4ccc5c(c4)OCO5)c(=S)[nH]c3c2)C1C (stereo not drawn)	10
COc1ccc(C(=O)c2ccc(OC)cc2O)c(O)c1	-16
CC1=C(C(=O)Nc2ccccc2)C(c2ccc(OC(=O)c3ccccc3)cc2)n2ncnc2N1 (stereo not drawn)	5
O=C(CN1CCN(c2ccccc2F)CC1)c1ccc(O)c(O)c1	-14
CCn1c(=NC(=O)c2ccc(S(=O)(=O)N3CCCCC3)cc2)sc2cccc(Cl)c21	-6
CCOC(=O)c1cccc(C(=O)O)n1	-19
CC1CCN(c2oc(-c3ccccc3Cl)nc2C#N)CC1	-1
CC(C)NC(=O)CSc1nc2ccccc2n1CC(=O)N1CCc2ccccc21	3

Going on with the list.
SMILES	14-3-3g Raf
CCCCOC(=O)C1Cc2c([nH]c3ccccc23)C(C)N1 (stereo not drawn)	-5
O=C(C[n+]1cc(Br)cc2ccccc21)c1ccc(NC(=O)c2ccccc2)cc1	-3
COC(=O)c1ccccc1-n1cnnn1	2
CC1(C)CC(=O)c2cc(OCC(=O)NCc3cccs3)ccc2O1	-5
CCOC(=O)c1sc(N2C(=O)C(=O)/C(=C(/O)c3ccc(C)cc3)C2c2ccc(OC)cc2)nc1C (stereo not drawn)	-12
N/C(=N\c1nc2ccccc2o1)NC(=O)c1ccc([N+](=O)[O-])c(Cl)c1	-5
Cc1ccc2cc(C#N)c(N3CCCN(S(=O)(=O)c4ccccc4)CC3)nc2c1	-3
Cc1cc(C)cc(N2C(=O)C(C)SC23CCCCC3)c1 (stereo not drawn)	-9
Cc1cc(C)c(S(=O)(=O)Nc2cc(C(C(=O)OC(C)C)C(=O)C(F)(F)F)c(O)c3ccccc23)cc1C (stereo not drawn)	-14
O=C(O)c1cc(S(=O)(=O)N2CCOCC2)c(Sc2ccccn2)cc1Sc1ccccn1	-8
CC1CCN(c2nc3c(c(=O)[nH]c(=O)n3C)n2Cc2ccccc2)CC1	3
COc1cccc(CNC(=O)c2cc3cc4cc(OC)ccc4nc3s2)c1	-11
CC1CCCCC1NS(=O)(=O)c1cc(C(=O)Nc2cccc(Cl)c2)ccc1F (stereo not drawn)	-6
CCN(CC)c1ccc2cc(C(=O)Nc3ccc(F)cc3)c(=N)oc2c1	-30
CCn1c2ccccc2c2cc(NC(=O)c3c4n(c(=O)c5cc(OC)c(OC)cc35)CCc3ccccc3-4)ccc21	0
O=C(Nc1ccccc1C(=O)O)c1cc(S(=O)(=O)Nc2ccc(Br)cc2)ccc1Cl	-13
Cc1ccc(CCNC(=O)c2ccc3c(=O)n(-c4ccccc4)c(=O)[nH]c3c2)cc1	-3
Cc1ccccc1-n1nc2c(c1NC(=O)c1ccc(C)c([N+](=O)[O-])c1)CSC2	2
Cc1ccc(C(=O)Nc2ccccc2NC(=O)c2ccc(C)o2)o1	3
COc1cccc(CN2C(=O)CN(C3CCCCC3)C(=O)C2c2ccc(F)cc2)c1 (stereo not drawn)	0&1
OC1(c2ccc3c(c2)OCO3)CCN(Cc2ccccn2)CC1	2
CCC(C)c1ccc(O)c(N=Cc2cc(I)cc(C)c2O)c1 (stereo not drawn)	-61
CC(C)(O)C#Cc1ccc(C(=O)N2CCN(c3ccc(Cl)cc3)CC2)cc1	2
CC(=O)Nc1ccc(S(=O)(=O)NCc2ccc(C(=O)O)cc2)cc1	0
CCC(C)NS(=O)(=O)c1ccc(OCC(=O)NCc2cccnc2)cc1 (stereo not drawn)	-2
Cc1ccc(-c2cc(C(=O)O)c3cc(Br)ccc3n2)cc1C	-7
COCC(=O)Nc1cc(OC)c(Cl)cc1OC	-7
CC(=O)Oc1cccc(C(=O)Nc2c[nH]c(=O)[nH]c2=O)c1	-9
CCOCCc1c(O)nc(SCC(=O)NCc2ccco2)[nH]c1=O	3
CCOC(=O)c1cc2c(=O)n3ccccc3nc2n(Cc2ccco2)c1=NC(C)=O	-17
CC(C)C(=O)Nc1ccc(NC(=O)c2cccc(F)c2)cn1	1
CC(=O)Nc1cc2c(cc1[N+](=O)[O-])OCCOCCOCCOCCO2	1
O=C(Nc1ccc(NC(=O)c2ccc(Br)cc2)c(Cl)c1)c1ccc(Br)cc1	6
CCOC(=O)N1CCC(N2C(=O)c3ccccc3C2=O)CC1	2
NS(=O)(=O)c1ccc2c(c1)NC(=O)CO2	-11
CCC(=O)N1CCc2cc(Br)cc(S(=O)(=O)N3CCC(C(=O)NC(C)C)CC3)c21	-1
O=C(CSc1nc2ccccc2c(=O)n1CCCN1CCCCC1)N1CCCC1	-5
COC(=O)c1c(NC(=O)c2cccc(Cl)c2)sc2c1CCC2	-20
COc1ccc(CCNC(=O)CN2CCC(C(N)=O)CC2)cc1	1
CCC(Sc1nc2ccccc2s1)C(=O)Nc1cc(C)on1 (stereo not drawn)	-7
CC12C=CC3(O1)C(C(=O)N(C1CCCCCC1)C3C(=O)NC1CCCCC1)C2C(=O)Nc1ccc(F)cc1 (stereo not drawn)	-6
Cc1c(Cl)c([N+](=O)[O-])nn1CCCC(=O)Nc1cccc(O)c1	-6
Cc1ccc(-c2ccc(CCC(=O)O)n2NC(=O)c2ccco2)cc1	-5
Cc1cc(C(=O)Cn2cncn2)c(C)n1CCc1ccc(F)cc1	-15
CCN1C(=O)CC(C(=O)Nc2ccc(Br)cc2)SC1=Nc1ccc(C)c(Cl)c1 (stereo not drawn)	0
Cc1ccccc1N1CC(C(=O)O)CC1=O (stereo not drawn)	-2
CSc1nnc2c(n1)OC(c1ccc(Br)s1)Nc1ccccc1-2 (stereo not drawn)	-18
CCN(CC)S(=O)(=O)c1ccc(NC(=O)c2cccc3c2C(=O)N(CCOC)C3)cc1	1
CCc1ccc(CNC(=O)C2CC(=O)N(C3CCCC3)C2)cc1 (stereo not drawn)	-2
COc1ccc(C(=O)N2CCc3cc(OC)c(OC)cc3C2COc2ccc([N+](=O)[O-])cc2)cc1 (stereo not drawn)	-1

Laid out differently: results already given
SMILES,14-3-3g Raf
CCOCCc1c(O)nc(SCC(=O)NCc2ccco2)[nH]c1=O,3
CCOC(=O)c1cc2c(=O)n3ccccc3nc2n(Cc2ccco2)c1=NC(C)=O,-17
CC(C)C(=O)Nc1ccc(NC(=O)c2cccc(F)c2)cn1,1
CC(=O)Nc1cc2c(cc1[N+](=O)[O-])OCCOCCOCCOCCO2,1
O=C(Nc1ccc(NC(=O)c2ccc(Br)cc2)c(Cl)c1)c1ccc(Br)cc1,6
CCOC(=O)N1CCC(N2C(=O)c3ccccc3C2=O)CC1,2
NS(=O)(=O)c1ccc2c(c1)NC(=O)CO2,-11
CCC(=O)N1CCc2cc(Br)cc(S(=O)(=O)N3CCC(C(=O)NC(C)C)CC3)c21,-1
O=C(CSc1nc2ccccc2c(=O)n1CCCN1CCCCC1)N1CCCC1,-5
COC(=O)c1c(NC(=O)c2cccc(Cl)c2)sc2c1CCC2,-20
COc1ccc(CCNC(=O)CN2CCC(C(N)=O)CC2)cc1,1
CCC(Sc1nc2ccccc2s1)C(=O)Nc1cc(C)on1 (stereo not drawn),-7
CC12C=CC3(O1)C(C(=O)N(C1CCCCCC1)C3C(=O)NC1CCCCC1)C2C(=O)Nc1ccc(F)cc1 (stereo not drawn),-6
Cc1c(Cl)c([N+](=O)[O-])nn1CCCC(=O)Nc1cccc(O)c1,-6
Cc1ccc(-c2ccc(CCC(=O)O)n2NC(=O)c2ccco2)cc1,-5
Cc1cc(C(=O)Cn2cncn2)c(C)n1CCc1ccc(F)cc1,-15
CCN1C(=O)CC(C(=O)Nc2ccc(Br)cc2)SC1=Nc1ccc(C)c(Cl)c1 (stereo not drawn),0
Cc1ccccc1N1CC(C(=O)O)CC1=O (stereo not drawn),-2
CSc1nnc2c(n1)OC(c1ccc(Br)s1)Nc1ccccc1-2 (stereo not drawn),-18

More compounds.
SMILES	14-3-3g Raf
COc1ccc(CCC(=O)Nc2ccc(-c3noc(-c4ccccc4OC)n3)cc2)cc1	-14
Cc1cccn2c(=O)c3cc(C(=O)Nc4cccc5ccccc45)sc3nc12	-44
Cc1nc2c(sc3cc([N+](=O)[O-])cc(Sc4ccccc4)c32)c(=O)n1C	-49
CC(=O)N(c1ccc2oc3c(c2c1)CCCC3)S(=O)(=O)c1cc([N+](=O)[O-])ccc1C	-5
COc1ccc(-n2c(C)cc(C(=O)Cn3nnc4ccccc4c3=O)c2C)cc1	1
COc1ccc(-n2nc(C(=O)NCCC3=CCCCC3)c3c4ccccc4n(C)c3c2=O)cc1Cl	-2
CC1=Nc2cc(C(=O)NCCCN3CCC(C)CC3)ccc2Sc2ccc(Cl)cc21	-90
CCCC(=O)Nc1c2c(nn1-c1ccc([N+](=O)[O-])cc1)CS(=O)(=O)C2	-5
CCN(C(=O)c1cn(CC)c(=O)c2cc(OC)c(OC)cc12)c1cccc(C)c1	-1
Cn1c(Cc2ccccc2)nnc1SCC(=O)Nc1ccc2c(c1)OCCO2	-2
Cc1cccc(C)c1NC(=O)CSc1nnc(Cn2nnc(-c3ccccc3)n2)n1-c1ccccc1	2
O=C(c1cncc(Br)c1)N1CCCc2ccccc21	-6&-3
COc1ccccc1N1CCN(C(=O)Cc2cccs2)CC1	-4
Cn1c(=O)oc2cc(S(=O)(=O)N3CCCC3)ccc21	7
Cc1ccc(NC(=O)CCN2C(=O)c3ccncc3C2=O)c(Cl)c1	4
CCCc1ccc(C(C)NC(=O)c2cnccn2)cc1 (stereo not drawn)	-16&-82
Cc1ccnc(NC(=O)c2cc(C)ccc2[N+](=O)[O-])c1	-8
CC(NC(=O)CC(O)(C(F)(F)F)C(F)(F)F)c1ccccc1 (stereo not drawn)	-2
CCc1ccc(O)c(N=Cc2c(O)cc(C)c(Cl)c2C)c1	-38
Cc1c(C(=O)N2CCCC2)oc2ccc(S(=O)(=O)N3CCOCC3)cc12	-2
COc1ccc(NS(=O)(=O)c2ccc3c(c2)C2C=CCC2C(c2ccc(F)cc2)N3)cc1 (stereo not drawn)	-233
